Source: PubChem BioAssay
APJ antagonist: blocks the human apelin receptor APJ | P35414 | CHO-K1 APJ beta-arrestin complementation, luminescence | hit rate 0.32% among 330,000 | inhibition, % at 20 µM;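 active = inhibition above about 40% at 20 µM, limit read from the data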;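 also: cells challenged with 10 nM apelin-13 agonist together with compound; plate controls were apelin-13 plus DMSO wells for no effect and DMSO wells lacking apelin-13 for full effect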
Target sequence (P35414 whole entry, looked up): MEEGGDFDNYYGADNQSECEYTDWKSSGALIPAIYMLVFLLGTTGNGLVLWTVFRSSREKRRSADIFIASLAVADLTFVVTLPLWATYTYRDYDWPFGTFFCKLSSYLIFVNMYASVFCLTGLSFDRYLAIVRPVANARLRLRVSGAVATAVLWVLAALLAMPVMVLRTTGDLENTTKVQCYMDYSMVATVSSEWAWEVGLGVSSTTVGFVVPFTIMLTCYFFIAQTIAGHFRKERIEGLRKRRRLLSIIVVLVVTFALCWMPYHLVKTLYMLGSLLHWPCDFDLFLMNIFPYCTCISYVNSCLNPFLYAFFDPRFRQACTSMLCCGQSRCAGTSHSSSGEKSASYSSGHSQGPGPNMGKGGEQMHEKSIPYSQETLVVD
tim10-1 inh: growth inhibitors of tim10-1 mutant yeast | S. cerevisiae tim10-1 ts strain growth, BacTiter-Glo, 24 h | inhibition, % at 20 µM | hit rate 2.2% among 330,000;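 active = inhibition of at least 40%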;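 also: mutant grown at 25 °C; 0% = DMSO wells with yeast and 100% = wells holding no yeast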
MIN6 prolif: induces beta-cell replication in MIN6 cells; MIN6 cells proliferation, ATPlite luminescence, 48 h; cells starved in 0.2% serum; 100% = growth in 10% serum; proliferation, % at 10 µM; AID 2380; hit rate 0.29% among 330,000;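 active = compounds whose signal lies at least 3.5 SD above the mean of all wells on their plate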;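 also: 0% = DMSO-treated cells in low-serum medium and 100% = 10% serum control; some compounds called inactive have numbers as strong as hits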
APJ agonist: APJ receptor agonism; P35414; CHO-K1 APJ PathHunter beta-arrestin, luminescence; 0% DMSO wells, 100% apelin; activation, % at 20 µM; hit rate 0.11% among 330,000; AID 2520;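 active = activation more than six SD over the plate average, tested at 20 µM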;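 also: 0% = DMSO alone and 100% = apelin-13 at 10 nM; some results filed as inactive read as strong as hits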
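Material: CHO-K1 APJ beta-arrestin complementation cell line; Input: cell density 1000 per well; Incubation: compound stimulation 90 min at 25 °C, detection 60 min; Signal: luminescence from split beta-galactosidase complementation, Galacton Star/Emerald II substrate; Controls: DMSO-only wells as negative, 10 nM Apelin-13 as positive control.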
tim23-1 inh: tim23-1 yeast growth inhibition; hit rate 1.3% among 330,000; S. cerevisiae tim23-1 growth, BacTiter-Glo luminescence, 24 h; inhibition, % at 20 µM;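 active = growth inhibition of the mutant yeast at or above 50%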;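 also: temperature-sensitive mutant grown at 25 °C; plate controls were DMSO-treated mutant yeast for no effect and medium wells lacking yeast for full effect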
TIM10 inh: growth inhibitors of TIM10 yeast strain | S. cerevisiae TIM10 strain growth, BacTiter-Glo luminescence, 24 h | inhibition, % at 10 µM | hit rate 1.4% among 330,000;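 active = inhibition of 40% or more at the single tested concentration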;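 also: wild-type TIM10 isogenic control strain grown at permissive 25 °C; 0% = DMSO yeast wells and 100% = minimal medium wells without yeast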
MPTP block: inhibitors of mitochondrial permeability transition pore. isolated mouse mitochondria, Ca2+ swelling absorbance, 30 min. inhibition, % at 10 µM. hit rate 1.4% among 360,000. AID 602449;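 active = inhibition of 50% or more, scaled per plate between neutral and stimulator controls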;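 also: 0% = DMSO wells given calcium and 100% = 1 mM EGTA wells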
NR3A LBD binder: NR3A (human) ligand-binding domain modulation; Tm shift relative to glycine control, % at 25 µM; AID 1259313; hit rate 2.5% among 340,000; NR3A LBD differential scanning fluorimetry, Tm shift; 0% = protein alone, 100% = glycine-bound protein;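 active = melting temperature shift of at least 10% of the positive control shift, at one fixed dose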
NLRP3 yeast inh: NALP3 inhibition in yeast | AID 2825 | hit rate 0.39% among 330,000 | inhibition, % at 10 µM | Yeast reconstituted NLRP3/ASC/caspase-1, beta-gal luminescence, 24 h;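 active = inhibition of 50% or more; inactive = inhibition below 50%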;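 also: plate controls were induced DMSO wells for no effect and uninduced yeast grown without galactose for full effect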
* hit, by the source's call; x = no result given. Outcome played no part in choosing rows; overall some 7.2% were active at least once.

SMILES	APJ antagonist	tim10-1 inh	MIN6 prolif	APJ agonist	tim23-1 inh	TIM10 inh	MPTP block	NR3A LBD binder	NLRP3 yeast inh
O=C(COC(=O)CCc1ccc(S(=O)(=O)N2CCOCC2)cc1)NC(=O)NC1CCCCC1	1	-8	1	-1	15	11	-0.4	-2	19
COc1ccc(CN2CCNC(=O)C2CC(=O)NC2Cc3ccccc3C2)c(OC)c1 (stereo not given)	1	0	-1	-3	25	15	0.2	-3	20
COc1cc(/C=N/NC(=O)c2cccc([N+](=O)[O-])c2)ccc1OCc1ccccc1	-24	5	-3	2	-18	-6	0.0	22*	-9
COc1ccc(-c2nc(CN3CCC(C(=O)NCC4CCCO4)CC3)c(C)o2)cc1OC (stereo not given)	-2	18	5	-4	2	-1	-2.3	2	5
O=C(O)CCCC(=O)Nc1ccc(C(=O)NCc2cccnc2)cc1	8	6	-3	2	6	-3	-2.4	2	18
CC1(C)Cc2ccccc2-c2nc(-c3ccccc3)oc(=O)c21	19	4	-4	-4	15	-5	70*	4	-1
CCOC(=O)C1CCCN(C(=O)Cn2nc(C)n3nc(-c4ccccc4)cc3c2=O)C1 (stereo not given)	-20	-8	2	13	4	17	0.1	0	16
C/C(=C/CCC(C)(O)C1CC[C@@]2(C)[C@@H]3CC=C4[C@@H](CC[C@H](O[C@H]5O[C@@H](CO)[C@H](O)[C@@H](O)[C@@H]5O)C4(C)C)[C@]3(C)C(=O)C[C@]12C)CO[C@@H]1O[C@H](CO)[C@@H](O)[C@H](O)[C@H]1O (stereo not given in full)	8	10	-3	-1	3	8	0.0	-3	27
COc1ccc2nc(Nc3nc4cc5c(cc4s3)OCO5)sc2c1	6	11	-2	-3	35	14	2.4	14*	17
COc1cc(C)ccc1OC(C)C(=O)Nc1ccc(N2CCCCC2)cc1 (stereo not given)	16	2	-1	-5	15	11	0.1	-2	18
CCN(CC(=O)Nc1ccccc1C(F)(F)F)C(=O)c1ccc(N2CCCC2=O)cc1	-8	2	1	0	1	3	0.9	3	1
C#CCOCCOCCOCCNc1nc(N2CCN(C(=O)CCCCCCCCCCNC(=O)[C@H]([C@@H](C)CC)n3cc(CCCCCN)nn3)CC2)nc(N2CCN(C(=O)CCCCCCCCCCNC(=O)[C@@H]([C@H](C)O)n3cc(C)nn3)CC2)n1	17	25	-8	37	30	-15	-12	17*	26
Cc1[nH]c(=O)nc(SCc2ccc(Cl)c(Cl)c2)c1C#N	2	-11	-2	1	-1	-12	2.9	-5	10
CSc1ncc(Cl)c(C(=O)Nc2nnc(SC)s2)n1	-3	1	1	-1	23	-3	-0.7	5	21
CC1CC(C#N)N(N(C)C)C1=C(C#N)C#N (stereo not given)	4	11	2	-3	3	15	2.1	17*	6
c1ccc(-c2nnc(-c3ccccc3)c(-c3c[nH]c4ccccc34)n2)cc1	-1	31	-3	3	21	11	-1.0	15*	12
COc1ccc2[nH]c(=O)c(CN(CCO)C(=O)NCc3ccccc3)cc2c1	22	10	-1	-4	7	13	0.0	-13	1
COc1cccc(CN(C(=O)c2cnccn2)C(C(=O)NC2CCCCC2)c2cc(OC)c(OC)c(OC)c2)c1 (stereo not given)	13	-12	0	1	-3	4	0.9	-3	15
O=C(NNC(=S)Nc1ccc(F)cc1)C1CC1c1ccc(Cl)cc1 (stereo not given)	24	18	-1	-4	-2	1	15	-2	9
O=C(COn1nnc2ccc(Cl)cc21)Nc1ccc(F)cc1	0	20	-2	-2	29	28	2.4	-2	-20
O=C(CN(C(=O)c1ccccc1Cl)N1C(=O)C2C3C=CC(C3)C2C1=O)c1cccs1 (stereo not given)	-7	16	-1	-2	23	3	0.6	-2	-8
COc1cc(CN2CCN(c3ccccc3C)CC2)cc([N+](=O)[O-])c1O	4	23	-2	-4	18	-1	0.5	2	-33
Nc1nc(-c2ccc([N+](=O)[O-])cc2)c(C(=O)Nc2ccc(Cl)cc2)s1	-3	-9	-1	-2	-17	-36	3.3	4	6
COc1ccc(NC(=O)c2ccccc2NC(=O)C2CC=CCC2C(=O)O)cc1 (stereo not given)	8	8	3	8	-6	-2	-0.6	1	29
O=C1CCC(C(=O)OCc2ccccc2)N1 (stereo not given)	-6	11	-2	-3	-9	12	-2.1	-1	13
CCN(c1ccccc1)c1ncnc2c1cnn2-c1ccccc1	0	31	-3	-2	28	-12	2.8	0	6
CCn1c2c(c3cc(Br)ccc31)CCC/C2=N\O	25	66*	-3	3	29	54*	1.4	-3	18
CCCCc1cc(=O)oc2cc(C)cc(OCc3nn[nH]n3)c12	-3	7	-1	-2	14	3	3.9	14*	12
CC(C)C(=O)Nc1cc(=O)[nH]c2ncnn12	8	9	-3	-1	3	1	0.7	-1	1
COc1ccc(-c2nc(SCC(=O)Nc3c(F)cccc3F)n[nH]2)cc1	-58	-12	-3	-4	-3	2	0.6	-6	13
N=C1/C(=C/c2coc3ccccc3c2=O)C(=O)N=C2SC(c3ccco3)=NN12	-1	-6	-1	1	11	4	64*	1	18
COc1cccc(CNn2cnnc2)c1OCc1ccc(F)cc1	5	3	-1	-4	0	5	0.1	0	-9
O=C1CC(c2c(F)cccc2Cl)C2=C(COC2=O)N1 (stereo not given)	4	-6	-1	-3	3	1	-1.7	-6	-2
Cc1ccc(OC(C)C(=O)Nc2ncc(Cl)cc2Cl)c([N+](=O)[O-])n1 (stereo not given)	-11	-43	2	-5	25	-23	-1.2	2	11
Cc1occc1C(=O)NNC(=O)C1CC1	11	3	-2	-1	8	-4	-1.3	-1	6
O=C(NCCc1ccccc1)c1ccc(Cl)nc1	-8	4	0	1	19	14	0.4	-4	19
NC(=O)Cn1cc(/C=N\NS(=O)(=O)c2ccccc2)c2ccccc21	10	1	0	-7	-3	6	0.7	-35	3
COc1ccccc1N1CCN(C(=O)C2CC=CCC2C(=O)O)CC1 (stereo not given)	14	1	-2	-2	1	12	-1.0	0	14
CCN(CC)c1nc(Oc2ccc(=O)[nH]n2)nc(N2CCOCC2)n1	1	11	0	0	17	2	-0.2	-1	5
CCOc1ccc(NC(C)=O)cc1N	2	-4	0	1	8	3	-1.1	0	-2
O=C(CSc1ccc(-c2ccccn2)nn1)NC1CCCC1	-5	6	-2	-3	3	6	1.4	1	-12
O=C(Nc1ccc(F)cc1)c1ccc2ncsc2c1	5	8	-1	2	7	-15	-0.2	0	17
O=C(NCc1ccccn1)c1cc2cc(Br)ccc2oc1=O	27	6	3	-1	-22	-29	-0.2	-3	-13
COc1cccc(-c2nn(-c3ccc(C)cc3)cc2C(=O)N(C)CC(=O)Nc2cccc(F)c2)c1	-2	18	-8	-2	29	9	-0.5	13*	24
COC(=O)C1=C(C)N(Cc2ccccc2)C(=NCCCCO)N[C@H]1c1ccccc1	11	14	-3	-5	20	14	x	1	4
Cc1ccc(CSc2nc3nc(C)cc(C)c3c(=O)[nH]2)cc1	-30	-3	-1	1	15	-11	-0.1	-3	-5
COc1ccc(C(=O)NCc2ccccc2C)cc1S(=O)(=O)NC1CCCC1	-12	10	3	-3	6	10	-1.7	2	7
CC(C)OC(=O)Cc1nc2sc(-c3ccccc3)cc2c(=O)[nH]1	17	36	-2	-4	33	10	0.8	-1	24
O=[N+]([O-])c1ccccc1S(=O)(=O)NCCc1ccncc1	-10	11	-2	-2	-1	0	-1.0	0	9
Cc1cc(N2CCN(c3ccccc3)CC2)nc2ccccc12	-2	11	-1	-1	8	4	0.6	2	22
N#CCC(=O)Nc1ccc(C(=O)OCC(=O)NNC(=O)c2cccs2)cc1	6	-20	2	-1	-12	-1	0.1	0	11
COc1ccc(C(=O)/C=C/c2ccc(OC)c(COc3ccc(F)cc3)c2)cc1	0	19	-4	-7	24	16	2.3	-5	17
Cc1c(-c2cccs2)[n+](=O)c2c(n1[O-])CCC2	1	8	-2	6	4	16	-3.3	2	27
Cc1ccccc1/C=N/NC(=O)Cn1nnc(N)n1	-5	-1	0	4	5	-5	-0.6	0	0
CC(=O)N1CCN(C(=O)c2cc(S(=O)(=O)N(C)c3ccc(F)cc3)ccc2Cl)CC1	-48	-23	2	-4	0	0	-2.9	1	13
Cc1ccc(-n2ncc3c2CC(C)(C)CC3NC(=O)CCn2cncn2)cc1 (stereo not given)	-6	12	0	1	7	13	0.1	-3	5
COc1ccc(-c2csc(NC(=O)CSC(C)C(=O)Nc3cc(C)on3)n2)cc1OC (stereo not given)	16	-4	3	-2	-10	8	-1.2	0	10
CCN(CC)CCCNc1oc(-c2ccc(OC)c(OC)c2)nc1C#N	17	-6	0	-1	7	-4	-0.9	0	9
Cc1ccc(S(=O)(=O)N2CCN(CC(O)c3ccccc3)CC2)cc1C (stereo not given)	1	25	-2	-1	28	24	-3.8	2	21
COc1ccc(C(=O)Nc2ccc(/C(C)=N/NC(=O)c3ccccc3O)cc2)cc1OC	-1	-3	-4	-3	3	1	8.7	-5	24

Shown with bars between the fields: part of the list above
canonical_smiles | APJ antagonist | tim10-1 inh | MIN6 prolif | APJ agonist | tim23-1 inh | TIM10 inh | MPTP block | NR3A LBD binder | NLRP3 yeast inh
COc1cccc(CNn2cnnc2)c1OCc1ccc(F)cc1 | 5 | 3 | -1 | -4 | 0 | 5 | 0.1 | 0 | -9
O=C1CC(c2c(F)cccc2Cl)C2=C(COC2=O)N1 (stereo not given) | 4 | -6 | -1 | -3 | 3 | 1 | -1.7 | -6 | -2

Looked up one by one from above (two):
SMILES	APJ antagonist	tim10-1 inh	MIN6 prolif	APJ agonist	tim23-1 inh	TIM10 inh	MPTP block	NR3A LBD binder	NLRP3 yeast inh
Cc1c(-c2cccs2)[n+](=O)c2c(n1[O-])CCC2	1	8	-2	6	4	16	-3.3	2	27
O=C(NCc1ccccn1)c1cc2cc(Br)ccc2oc1=O	27	6	3	-1	-22	-29	-0.2	-3	-13

(more compounds)
SMILES	APJ antagonist	tim10-1 inh	MIN6 prolif	APJ agonist	tim23-1 inh	TIM10 inh	MPTP block	NR3A LBD binder	NLRP3 yeast inh
O=C(Nc1ccc(Cl)cc1C(=O)Nc1ccccn1)c1ccco1	-1	38	-1	1	26	31	-3.5	1	3
O=C(CNC(=O)c1ccc(Br)o1)NC1CCCCCC1	14	0	-2	-7	-3	0	0.8	-2	8
CCOC(=O)C1=C(c2ccccc2)NC(=O)NC1c1cc(Cl)c(O)c(OC)c1 (stereo not given)	-9	1	0	-1	5	6	-0.3	1	4
CC(C)(C)N1CC23CCC(C[C@@H]2C1=O)O3 (stereo not given in full)	5	-2	2	6	19	4	0.5	2	10
Nc1cc(-c2ccccc2)nn1S(=O)(=O)c1ccc(F)cc1	1	9	4	-1	25	-8	0.9	-15	32
CCOC(=O)C1(CCCc2ccccc2)CCN(C(=O)c2ccoc2)CC1	-34	26	1	0	18	4	-1.6	-3	4
O=C(NC(=S)Nc1ccccc1Cl)C1CC1	-3	30	-1	0	36	24	1.2	2	2
COc1ccc(F)cc1CN1CCN(CC(=O)Nc2ccccc2C(=O)NC2CC2)CC1	2	-3	-2	-5	6	-3	0.4	1	17
COc1ccc(-c2[nH]ncc2-c2nc(C)cs2)c(O)c1	-33	15	2	-4	1	11	-1.5	1	10
O=C(NCc1ccc2c(c1)OCO2)c1cccc([N+](=O)[O-])c1	15	29	0	-5	23	16	-1.3	0	6
CC(=O)NCCc1nc2cc(NC(=O)c3ccccc3C)ccc2n1C	19	-11	-1	-2	5	0	0.1	1	2
CCn1c(SCC(=O)Nc2ccc3c(c2)OCCO3)nnc1-c1cccs1	-2	7	-3	-5	18	-1	-0.9	-2	16
O=C(CN1C(=O)S/C(=C\c2ccc(-c3cc(C(=O)O)ccc3Cl)o2)C1=O)Nc1ccc2c(c1)OCO2	-7	15	-4	4	18	16	-0.4	x	9
